Bioassay records from PubChem.
POLB inh = qHTS Assay for Inhibitors of DNA Polymerase Beta. P06746. Pol beta primer extension/strand displacement, fluorescence kinetic. Potency, µM (top dose mostly 114 µM), without a hit: top-dose activity change, negative = inhibition, hits mostly inhibitors. 1.3% of 340,000 active. AID 485314, 2010; further: on the % scale 0 is the no-effect control and ±100 the full control effect
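Reaction started by 50 nM substrate onto compound-treated Pol beta (10 nM, 15 min preincubation, room temperature); plates read at 0 min and 10 min. Normalized concentration-effect data fitted by four-parameter Hill equation.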
POLH inh = qHTS for Inhibitors of Polymerase Eta. 1.2% of 390,000 active. AID 588591, 2011. recombinant Pol eta, fluorescent DNA replication assay. Potency, µM (series often up to 114 µM), for the others: top-dose activity change, negative = inhibition, usual class: inhibitors. DNA polymerase eta (Homo sapiens), Q9Y253; further: on the % scale 0 is the no-effect control and ±100 the full control effect
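Pol eta (10 nM) was preincubated with compounds for 15 min at room temperature, after which fluorescent replication substrate (50 nM final) was added to start the reaction. Fluorescence was read kinetically at 0 and 10 min.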
APE1 inh = qHTS Assay for Inhibitors of the Human Apurinic/apyrimidinic Endonuclease 1 (APE1); DNA repair nuclease/redox regulator APEX1 (Homo sapiens), P27695; recombinant APE1, TAMRA/BHQ-2 abasic DNA cleavage fluorescence; Potency, µM (highest dose often 65.8 µM), for inactives: top-dose activity change, negative = inhibition, most hits filed as inhibitors; 0.35% of 350,000 active;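 further: plate controls were vehicle for no effect and reference inhibitor for full effect; nearly all actives have a fitted effect of over 55% in size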
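Quantitative HTS: incision of a TAMRA/BHQ-2 double-stranded substrate bearing a tetrahydrofuran abasic site by 0.75 nM APE1 raises fluorescence. Substrate 50 nM final, added after 15 min compound preincubation at room temperature; progress as third-minus-first kinetic read difference.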
BLM helicase inh = qHTS Assay for Inhibitors of Bloom's syndrome helicase (BLM) | RecQ-like DNA helicase BLM (Homo sapiens), P54132 | recombinant BLM DNA unwinding, fluorescence dequenching | Potency, µM (highest dose often 56.1 µM), inactives show at the top dose activity change, negative = inhibition, usual class: inhibitors | 0.2% of 350,000 active | AID 2528, 2010;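 further: plate controls were vehicle for no effect and no enzyme for full effect; nearly all actives have a fitted effect of over 35% in size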
G9a inh = qHTS Assay for Inhibitors of Histone Lysine Methyltransferase G9a; G9a H3K9 monomethylation, AlphaScreen, 2 h; Potency, µM (highest dose often 102 µM), without a hit: top-dose activity, negative = inhibition, usual class: inhibitors; Histone-lysine N-methyltransferase EHMT2 (Homo sapiens), Q96KQ7; AID 504332, 2011; 8.8% of 350,000 active; further: on the % scale 0 is the no-effect control and ±100 the full control effect; nearly all actives have a fitted effect of over 75% in size
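Quantitative HTS format: methyltransferase activity on a biotin-tagged H3K9 peptide is measured by AlphaScreen, using a rabbit anti-monomethyl-H3K9 antibody with streptavidin donor and anti-IgG acceptor beads. Final levels are 20 nM enzyme, 500 nM peptide, 20 uM SAM; 2 h RT.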
Pol kappa inh = qHTS for Inhibitors of Polymerase Kappa. 0.53% of 400,000 active. AID 588579, 2011. DNA polymerase kappa (Homo sapiens), Q9UBT6. Potency, µM (doses to about 107 µM), for the others: top-dose activity, negative = inhibition, actives largely listed as inhibitors. purified Pol kappa, fluorescent DNA synthesis assay, 10 min; further: on the % scale 0 is the no-effect control and ±100 the full control effect
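Inhibition of 10 nM Pol kappa is measured by a fluorescent read-out at 0 and 10 min following addition of 50 nM substrate (final), with a 15-min room-temperature compound preincubation.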
BAZ2B block = qHTS Assay for Inhibitors of BAZ2B. AlphaScreen BAZ2B-H3K14Ac peptide displacement. Potency, µM (doses to about 114 µM), for the others: top-dose activity change, negative = inhibition, hits mostly inhibitors. 4.4% of 360,000 active. AID 504333, 2011; further: on the % scale 0 is the no-effect control and ±100 the full control effect; nearly all actives have a fitted effect of over 60% in size
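AlphaScreen displacement of biotin-H3(5-23)K14Ac peptide (50 nM final) from BAZ2B (50 nM final) in PBS pH 7.4, 0.01% Tween-20; complex preformed 30 min RT, then compounds (top 110 uM) 30 min RT, beads 20 min dark.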
JMJD2A Tudor = qHTS Assay for Inhibitors of JMJD2A-Tudor Domain. Potency, µM (highest dose often 114 µM), inactives show top-dose activity change, negative = inhibition, most hits filed as inhibitors. 4.4% of 390,000 active. AlphaScreen JMJD2A-Tudor / H3K4me3 peptide binding. Lysine-specific demethylase 4A (Homo sapiens), O75164; further: on the % scale 0 is the no-effect control and ±100 the full control effect; nearly all actives have a fitted effect of over 50% in size
Target sequence (O75164 whole entry, looked up, the tested form may be a part): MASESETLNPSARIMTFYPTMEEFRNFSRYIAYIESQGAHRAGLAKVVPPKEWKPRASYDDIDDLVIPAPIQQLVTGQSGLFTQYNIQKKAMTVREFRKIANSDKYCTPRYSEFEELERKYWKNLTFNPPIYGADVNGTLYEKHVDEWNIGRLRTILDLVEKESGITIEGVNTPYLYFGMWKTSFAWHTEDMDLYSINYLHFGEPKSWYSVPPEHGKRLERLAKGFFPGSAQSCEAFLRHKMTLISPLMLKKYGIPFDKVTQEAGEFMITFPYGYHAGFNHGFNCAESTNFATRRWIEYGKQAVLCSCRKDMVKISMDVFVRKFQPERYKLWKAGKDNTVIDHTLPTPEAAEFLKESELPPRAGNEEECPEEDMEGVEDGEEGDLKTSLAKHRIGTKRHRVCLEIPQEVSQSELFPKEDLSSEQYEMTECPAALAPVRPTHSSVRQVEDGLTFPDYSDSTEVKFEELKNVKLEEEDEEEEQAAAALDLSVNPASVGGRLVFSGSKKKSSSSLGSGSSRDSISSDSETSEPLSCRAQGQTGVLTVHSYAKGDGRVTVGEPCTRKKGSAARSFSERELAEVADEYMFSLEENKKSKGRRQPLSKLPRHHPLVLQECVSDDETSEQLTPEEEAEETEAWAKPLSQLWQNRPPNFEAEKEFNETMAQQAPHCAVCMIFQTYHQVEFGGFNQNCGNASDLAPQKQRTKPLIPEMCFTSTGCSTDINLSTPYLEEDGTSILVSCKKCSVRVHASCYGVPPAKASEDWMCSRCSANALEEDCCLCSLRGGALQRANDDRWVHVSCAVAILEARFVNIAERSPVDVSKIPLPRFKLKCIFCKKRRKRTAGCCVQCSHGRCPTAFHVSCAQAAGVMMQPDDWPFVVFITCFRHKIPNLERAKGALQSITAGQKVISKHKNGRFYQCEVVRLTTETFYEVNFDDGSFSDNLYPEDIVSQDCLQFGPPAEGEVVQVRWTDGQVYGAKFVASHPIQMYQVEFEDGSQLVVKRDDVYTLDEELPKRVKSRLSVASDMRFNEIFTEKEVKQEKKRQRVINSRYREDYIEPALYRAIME
Pol iota inh = qHTS for Inhibitors of Polymerase Iota. DNA polymerase iota (Homo sapiens), Q9UNA4. AID 588590, 2011. Pol iota fluorescent replication assay, 10 min. Potency, µM (highest dose often 115 µM), for the others: at the highest dose activity, negative = inhibition, most hits filed as inhibitors. 1% of 390,000 active
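Pol iota at 10 nM preincubated 15 min with compounds at room temperature; reaction started with fluorescent substrate, 50 nM final. Fluorescence read kinetically at 0 and 10 min; buffer-only wells as negative control.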
Active calls of the source: *; u = inconclusive; x = not tested or not shown; & = joins results of further samples; ! = not active in a repeat; [ ] = dose if it differs, or a comment. The call rests on the fitted dose curve; in most records, active means well fitted curve in the direction sought with a large enough effect; inconclusive means small, poorly fitted or top-dose-only effect, or another doubt; inactive means no such curve, though single readings can be large; an effect the other way counts as inactive or inconclusive. Potency means the concentration at half of the fitted maximal effect. Only part of the results is shown; the hit share may differ from the screen's.

SMILES	POLB inh	POLH inh	APE1 inh	BLM helicase inh	G9a inh	Pol kappa inh	BAZ2B block	JMJD2A Tudor	Pol iota inh
O=C(NCc1ccccc1)c1nc(-c2cccs2)no1	-2%	-23%	-1%	-4%	3%	-7%	3%	-6%	82%[activator]
O=C(CC1Nc2c3ccccc3nc(=S)n2C1=O)NC1CCCCC1 (configuration not stated)	1%	x	-5%	0%	u	x	-20%	x	x
CCn1c(SCC(=O)NC2CC2)nnc1-c1ccccc1OC	72%	-10%	6%	-3%	x	7%	-8%	9%	13%
Cc1cc(Nc2n[nH]c(N)c2C#N)ccc1F	0%	-10%	-3%	-2%	2%	7%	-15%	-6%	4%
CSc1cccc(NC(=O)CSc2nnc(C)s2)c1	22%	1%	20%	-16%	6%[59 µM]	-5%	12%	-22%	10%
O=[N+]([O-])c1ccc2oc(-c3cccc(O)c3)nc2c1	26%	-18%	-8%	-1%	x	-17%	-8%	-26%	172%[activator]
CCOC(=O)c1cnc2ccc(OC(F)(F)F)cc2c1Nc1ccccc1C(=O)O	21%	-14%	x	4%	-1%[59 µM]	2%	-19%	-22%	1%
O=C(COc1ccc(/C=N/NS(=O)(=O)c2ccccc2)cc1)NCc1ccccc1	3%	-10%	13%	-7%	7%[12.7 µM]	-1%	-5%	-26%	11%
NNC(=O)c1ccc(NS(=O)(=O)c2ccc(Br)cc2)cc1	-3%	x	-2%	-8%	u	x	-11%	x	x
Nc1nc(Nc2cccc3ccccc23)nc(C2CCCC2=O)n1 (configuration not stated)	7%	x	-2%	-1%	16%[12.7 µM]	x	3%	x	x
COc1nc(Nc2cccc(C(F)(F)F)c2)nc(OC)n1	8%	-10%	-1%	-1%	6%[59 µM]	4%	8%	-8%	-2%
CCCc1nc2c(C)cc(-c3nc4ccccc4n3C)cc2n1Cc1ccc(-c2ccccc2C(=O)O)cc1	21%	-14%	-2%&-1%	-9%&-2%	4.5µM*!	-4%	0%	-28%	18%
O=C(NC1CCCC1)c1ccc2c(c1)N(Cc1ccc(F)cc1)CCS2	11%	-20%	37%	-7%	3%	-8%	-33%	-26%	34%
Cc1ccc(S(=O)(=O)N/N=C2\C(=O)C3(C)CCC2C3(C)C)cc1 (configuration not stated)	39%	1%	-7%	1%	14µM*	-7%	u	-8%	31%[activator]
COc1cc2c3nnc(-c4ccc(F)cc4)c-3cn(Cc3ccc(C)cc3)c2cc1OC	11%	-4%	-5%	9%	22%[59 µM]	-6%	22%	-1%	6%
O=C(NC12CC3CC(CC(C3)C1)C2)N1CCN(C(=O)C2CCCO2)CC1 (configuration not stated)	0%	-7%	-2%	0%	8%[12.7 µM]	-4%[60.1 µM]	9%	3%	19%
O=C(NCc1cccs1)C1CCCN1C(=O)Nc1ccc(Cl)cc1 (configuration not stated)	-2%	x	0%	-3%	12%	x	-3%	x	x
CCCCN(CC)C(=O)CCn1c(=O)c2cccn2c2cccnc21	26%	0%	x	3%	6%[59 µM]	2%	-21%	-8%	26%
O=C(O)c1ccc(Sc2ccccn2)c([N+](=O)[O-])c1	3%	-10%	-5%	-2%	u	-5%	u	-18%	37%[activator]
COc1cc([N+](=O)[O-])ccc1NC(=O)N1CCCCCC1	1%	3%	5%	-11%	4%	10%	-39%	-17%	21%
CCN(CC(=O)NCc1cccs1)C(=O)C(c1ccccc1)c1ccccc1	36%	-12%	20%	0%	11%	-7%	-1%	-17%	35%[activator]
Cc1nnc(N2C(=O)C(O)=C(C(=O)c3ccco3)C2c2cccc([N+](=O)[O-])c2)s1 (configuration not stated)	37%	-11%	23%	-7%	21%	-1%	-12%	-28%	3%
O=C(CSc1n[nH]c(-c2ccccc2)n1)NCCCc1ccccc1	7%	-22%	x	1%	12%[59 µM]	-11%[60.1 µM]	5%	-12%	-5%
O=C(c1ccc2nc(N3CCOCC3)sc2c1)N1CCN(c2ccc(Cl)cc2)CC1	7%	-3%	8%	-4%	u	-1%	-32%	-36%	25%
O=C(COC(=O)c1ccc(S(=O)(=O)Nc2ccccc2)cc1)NCCN1C(=O)CSC1=O	-9%	-20%	-5%	-1%	23%[59 µM]	-5%	8%	-7%	16%
Cc1ccc(N(C)S(=O)(=O)c2cccc(C(=O)NCC(c3cccs3)N3CCOCC3)c2)cc1 (configuration not stated)	x	-18%	16%	x	11%[2.33 µM]	1%	-4%	-15%	9%
Cc1cccc(-c2noc(CCC(=O)NC3CCCCC3)n2)c1	8%	-14%	21%	-5%	7%	-3%	-3%	-10%	34%[activator]
CC(=O)NC(C(=O)c1ccccc1)C(=O)c1ccccc1	1%	-16%	16%	-10%	50µM*	-2%	-2%	3%	12%
COc1cc2c(cc1NC(=O)c1cccc([N+](=O)[O-])c1)oc1ccccc12	1%	u	-6%	-2%	50µM*	-8%	4%	-17%	7%
Cc1cccc(-n2c(=O)c3c(c4cc(C)ccc4n3C)n(CC(=O)Nc3ccccc3Cl)c2=O)c1	36%[activator]	-3%	x	-2%	-5%[59 µM]	-8%	-5%	-16%	21%
COc1ccc(C(=O)c2ccc(Br)cc2)c(OC)c1OC	x	-22%	x	x	x	-5%	x	42%[activator]	12%
Cc1ccc(Cl)cc1Nc1nc(-c2cccnc2)cs1	12%	-8%	-4%	-9%	x	-12%	u	u	-14%
O=C(c1cc2cc(Cl)ccc2[nH]1)N1CCN(c2ccc(F)cc2)CC1	6%	-13%	8%	-4%	0%	5%	-7%	-7%	-11%
CC(C)(C)N(Cc1ccccc1)C(=O)c1ccc(Cl)cc1[N+](=O)[O-]	1%	-12%	1%	-6%	u	-4%	u	u	-9%
Cc1nnc(N(CCC#N)CCC#N)s1	23%	-13%	-3%	-5%	-3%	14%	2%	-13%	3%
O=C(CSc1cccc2cccnc12)N/N=C/c1ccc(F)cc1	-15%	0%	-2%	3%	8%	-8%	-4%	-14%	126%[activator]

Look-ups from the list.
`Cc1nnc(N(CCC#N)CCC#N)s1` in BAZ2B block has 2%
`O=C(COC(=O)c1ccc(S(=O)(=O)Nc2ccccc2)cc1)NCCN1C(=O)CSC1=O` in APE1 inh has -5%

Continuation:
SMILES	POLB inh	POLH inh	APE1 inh	BLM helicase inh	G9a inh	Pol kappa inh	BAZ2B block	JMJD2A Tudor	Pol iota inh
Cc1ccc(C(=O)Nc2cccc(C(=O)NCc3ccco3)c2)cc1	u	-14%	-4%	-5%	-6%[12.7 µM]	-8%	-33%	-24%	14%
COc1ccc2nc(-c3ccccc3)[nH]c2c1	2%	-8%	-4%	5%	60%[activator][59 µM]	-20%	5%	-9%	16%
CN/S(=N/S(=O)(=O)c1ccccc1)c1ccc(C)cc1 (configuration not stated)	19%	-16%	-2%	-3%	17%[59 µM]	-3%	24%	-4%	14%
CCOC(=O)Cc1nnc(Nc2cc(C)ccc2C)c2ccccc12	0%	-8%	4%	-2%	1%	-12%	-4%	-10%	73%[activator]
C=CCn1c(SCCOc2ccc(OC)cc2)nnc1C(NC(=O)c1ccc(OC)cc1)C(C)C (configuration not stated)	-11%	-16%	0%	-7%	-1%[59 µM]	1%	-5%	u	25%
COc1ccc(Cl)cc1NC(=O)C/C(C)=N/NC(=O)Cc1ccccc1	2%	-7%	-5%	-8%	-29%	-8%	-23%	-2%	77%[activator]
CC1=C(C(=O)Nc2ccccc2)C(c2sccc2C)n2nnnc2N1 (configuration not stated)	u	x	-6%	-4%	u	x	-28%	x	x
COc1ccccc1CC(=O)NN1C(=O)c2ccccc2C1=O	12%	-5%	0%	-1%	23%[59 µM]	-14%	4%	-5%	11%
CCCCC(=O)Nc1cccc(-c2nn3c(C)nnc3s2)c1	-10%	-11%	-4%	1%	3%[59 µM]	17%	0%	-25%	46%[activator]
CCN(Cc1ccccc1)C(=O)COC(=O)CNS(=O)(=O)c1ccc(C)cc1	12%	-22%	1%	4%	-7%	-9%	4%	13%[57.1 µM]	-2%
Cc1cccc(OCCSc2nc3ccccc3n2CCC(=O)O)c1	0%	-9%	41%[activator]	0%	10%	1%	-32%	-13%	15%
O=C(CN(C(=O)c1ccc(Cl)cc1)C1CCCCC1)Nc1ccc(Cl)c([N+](=O)[O-])c1	38%	-22%	10%	-1%	-4%[59 µM]	-4%	-36%	u	4%

Compound profiles (already shown). Screens in order: POLB inh | POLH inh | APE1 inh | BLM helicase inh | G9a inh | Pol kappa inh | BAZ2B block | JMJD2A Tudor | Pol iota inh
CN/S(=N/S(=O)(=O)c1ccccc1)c1ccc(C)cc1 (configuration not stated) is listed with 19% | -16% | -2% | -3% | 17%[59 µM] | -3% | 24% | -4% | 14%
C=CCn1c(SCCOc2ccc(OC)cc2)nnc1C(NC(=O)c1ccc(OC)cc1)C(C)C (configuration not stated) is listed with -11% | -16% | 0% | -7% | -1%[59 µM] | 1% | -5% | u | 25%

Continued:
SMILES	POLB inh	POLH inh	APE1 inh	BLM helicase inh	G9a inh	Pol kappa inh	BAZ2B block	JMJD2A Tudor	Pol iota inh
CC1CCCCC1NC(=O)CCS(=O)(=O)c1ccc2c(c1)NC(=O)CO2 (configuration not stated)	10%	-7%	-19%	0%	-8%	-4%	-5%	1%	-11%
O=c1cc[nH]c2cc(Cl)ccc12	25%	-19%	u	-2%	2%	-6%	-1%	-6%	27%
CCCNC(=O)Cn1nc(C)c2c(C)n(-c3ccccc3)nc2c1=O	12%	-5%	x	2%	-10%[59 µM]	-14%[60.1 µM]	-5%	1%	-18%
COc1cc(C(=O)N(Cc2cc3ccccc3[nH]c2=O)CC2CCCO2)cc(OC)c1OC (configuration not stated)	28%	-8%	-4%	-3%	14%	-11%	-2%	-17%	10%
Cc1cc(C)cc(C(=O)N(CCc2ccccc2)C2CC3CCC(C2)N3C)c1 (configuration not stated)	21%	-6%	-25%	-9%	x	-11%	8%	-5%	-13%
Cc1sc2ncn(CC(=O)N3CCN(c4ccc(Cl)cc4)CC3)c(=O)c2c1S(=O)(=O)N1CCN(c2ncccn2)CC1	4%	-14%	x	-3%	-3%[59 µM]	4%	-3%	-16%	28%
